K1F lysis inhibition = inhibition of K1F phage lysis, E. coli UTI89, bacterial capsule biogenesis inhibitors, alamar blue (AID 488966). E. coli UTI89 K1F phage lysis, alamar blue, 2 h; higher % means a stronger effect. inhibition, % at 100 µM, or IC50 in µM where a hit was titrated. 0.02% of 340,000 active;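 active means phage lysis inhibition, versus mean bacterial control, above a set limit; inconclusive means no clear call, values can overlap the other calls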;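 further: capsule biogenesis inhibitors block K1F phage lysis so surviving cells raise fluorescence; higher fluorescence means more inhibition of phage lysis; actives were called in the ten point dose series up to 300 µM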
TNAP activators = human TNAP enzyme activators, primary screen, biochemical, luminescent, no phosphate acceptor, uHTS (AID 1001) | one-dose activation fold at 20 µM; EC50 in µM for titrated hits | purified TNAP, luminescent activation assay, no phosphate acceptor; higher activation fold means a stronger effect | 0.03% of 200,000 active; in the data active means activation fold from about 3, or a potency from the dose series; inactive means the rest, 99 in 100 with activation fold below about 1.6; further: many of its hits are not listed in these tables
P. falciparum M17LAP = P. falciparum M17LAP inhibitors, primary screen, biochemical, fluorogenic H-Leu-NHMec substrate, 1536-well (AID 1619); inhibition, % at 30 µM, or IC50 in µM where a hit was titrated; recombinant M17LAP, H-Leu-NHMec fluorogenic kinetic assay; higher % means a stronger effect; 0.38% of 220,000 active;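 active means compound inhibiting the enzyme by more than half at any dose during confirmatory dose-response retesting; inconclusive means strong single-dose inhibitors picked by rank but not retested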;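 further: plate controls were full reaction with DMSO carrier for no effect and no enzyme background for full effect; strong numbers were not always called active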
M1AAP inhibition = P. falciparum M1AAP inhibitors, biochemical, fluorogenic H-Leu-NHMec substrate, 1536-well (AID 1445); one-dose inhibition, % at 30 µM; IC50 in µM for titrated hits; 0.42% of 220,000 active; recombinant M1AAP, H-Leu-NHMec fluorogenic kinetic assay; higher % means a stronger effect;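 active means primary inhibition above the hit cutoff, then over 50% inhibition at one or more dose response concentrations, cut at about 23% in these data, passing the limit was not always enough; inconclusive means conflicting primary data, or primary hits not chosen for dose response; inactive means low primary inhibition, or under 50% at every dose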;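 further: plate controls were DMSO full reaction for no effect and no enzyme background for full effect; strong numbers were not always called active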
West Nile antiviral = inhibition of WNV-induced cytopathic effect – cell-based, CPE readout (AID 1621). CPE inhibition, % at 10 µM; hits with a dose series show IC50 in µM. West Nile virus-infected cells, CPE inhibition; higher % means a stronger effect. 0.02% of 290,000 active; in the data active means a potency from the dose series; inconclusive means CPE inhibition mostly from about 3.7% at the one dose, without a potency; inactive means the rest, 99 in 100 with CPE inhibition below about 2.2%; further: strong numbers were not always called active
RSV antiviral HEp-2 = inhibition of RSV-induced cytopathic effect – HEp-2 cells, primary 10 µM value included (AID 2391) | CPE inhibition, % at 10 µM, or IC50 in µM where a hit was titrated | 0.13% of 310,000 active | HEp-2 cells, RSV-induced CPE inhibition; higher % means a stronger effect; in the data active means a potency from the dose series; inconclusive means CPE inhibition mostly from about 23% at the one dose, without a potency; inactive means the rest, 99 in 100 with CPE inhibition below about 21%; further: strong numbers were not always called active
human PMI inhibition = inhibitors of human PMI, primary screen, biochemical, fluorescence intensity, coupled assay (AID 1209) | purified PMI enzyme, coupled fluorescence intensity; higher % means a stronger effect | inhibition, % at 20 µM; hits with a dose series show IC50 in µM | 0.42% of 190,000 active;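 further: plate controls were DMSO vehicle for no effect and wells lacking substrate for full effect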
PMI inhibition = human PMI inhibitors, high substrate, primary screen, biochemical, fluorescence intensity, high mannose 6-phosphate (AID 1220); recombinant PMI enzyme, coupled fluorescence intensity; higher % means a stronger effect; inhibition, % at 20 µM, or IC50 in µM where a hit was titrated; 0.66% of 190,000 active
T cell HTS = T cell immune modulation candidate; 2C CD8+ T cell-vesicle binding, flow cytometry; stronger effect = lower value; calls only at 7 µM; 0.068% of 330,000 active; AID 2052;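 active means response, share of CD8 T cells binding vesicles, and their 90th percentile fluorescence all below set limits, cut at about 80% in these data, passing the limit was not always enough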
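Assay system – 2C mouse CD8+ T cells · Also added – QL9-loaded Drosophila micro-vesicles · Timing – Cell–vesicle co-incubation 1.5 h at 37 °C, staining 20 min on ice · Signal – flow cytometry of vesicle-bound cells · Measure – percent CD8+ FL2 mean versus row control · Controls – Peptide-free naked vesicles (low) and QL9 vesicles with 0.7% DMSO vehicle (high)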
T cell HTS vesicle-bound % = also measured in T cell HTS; calls as there; double positive events, %; measured here: CD8+ vesicle-bound cell fraction;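 binding gate set so that unloaded-vesicle control wells show 10% double positive cells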
Starred values were filed as active, the others as inactive; i = inactive; u = inconclusive; x = no result given; [ ] = remark or other dose. Unless noted, no stated cut-off is given here; in the data, active means inhibition above about 50%; inactive means the rest. Compounds as they come (roughly 1.5% active in at least one column).

SMILES | K1F lysis inhibition | TNAP activators | P. falciparum M17LAP | M1AAP inhibition | West Nile antiviral | RSV antiviral HEp-2 | human PMI inhibition | PMI inhibition | T cell HTS | T cell HTS vesicle-bound %
Cc1cccc(OCCn2c(S(=O)(=O)O)nc3ccccc32)c1 | 0.0%[50 µM] | 1.1 | -73% | -11% | 0.0% | -0.8% | 8% | 6% | i | 21
COc1ccccc1Nc1c2c(nc3ccccc13)CCC2 | -0.1% | x | x | x | -0.5% | -1.0% | x | x | i | 37
CCN(Cc1ccccc1)C(=O)c1cc(COc2c(F)cccc2F)on1 | 0.1% | x | 16% | 5% | -1.2% | 6.8% | x | x | i | 16
CC(C)(C)C1CCc2onc(C(=O)N3CCOCC3)c2C1 (stereo not drawn) | -0.9% | 1.1 | 3% | -2% | u | 0.6% | 0% | -4% | i | 40
CCn1c2ccccc2c2cc(NC(=O)c3cc(OC)c(OC)c(OC)c3)ccc21 | 0.2% | 1.1 | -12% | 8% | -1.2% | 6.0% | 19% | 10% | i | 30
O=C(Nc1ccccc1O)c1ccc2c(c1)C(=O)N(c1ccccc1)C2=O | 1.0% | x | x | x | -0.1% | 0.3% | x | x | i | 56
COC(=O)CCC(=O)Nc1ccccc1C(=O)Nc1ccccc1 | 0.5% | 1.1 | 8% | 2% | -0.1% | 0.3% | 4% | -6% | i | 38
Cc1cc2nnc(SCC(=O)NCc3cccs3)n2c(N)n1 | 3.5% | 1.1 | -1% | 4% | 1.4% | 0.1% | -16% | -11% | i | 49
CCOC(=O)c1c(NC(=O)COc2ncnc3sccc23)sc2c1CCC2 | 0.2% | 1.1 | -1% | 15% | -1.1% | 1.8% | 4% | 4% | i | 49
Cc1noc(/C=C/c2ccco2)c1S(=O)(=O)N1CCC(C(=O)NC(C)c2ccccc2)CC1 (stereo not drawn) | 0.1% | 0.8 | 7% | 11% | -0.1% | 4.0% | 0% | 1% | i | 37
CCc1cc2c(=O)n3c(nc2s1)-c1[nH]c2ccc(OC)cc2c1CC3 | 2.1% | 1 | -6% | 6% | -0.5% | 1.7% | 6% | 2% | i | 35
CCc1nnc(NC(=O)CCC(=O)NC2CC2)s1 | 0.1% | x | x | x | -0.2% | 1.1% | x | x | i | 26
Cc1cccnc1NC(=O)c1cccc(S(=O)(=O)N2CCN(c3ccc(F)cc3)CC2)c1 | 0.1% | x | x | x | -1.3% | 4.7% | x | x | i | 19
Cc1ccc(OCC(=O)NNC(=O)C2CCN(c3ncccn3)CC2)cc1 | 0.1% | 1.2 | 5% | -5% | 0.2% | 1.1% | 5% | 8% | i | 9
Cc1nc(-c2ccc(NC(=O)c3ccc(Br)o3)cc2)cs1 | -0.6% | x | x | x | 0.1% | 17% | x | x | i | 58
Cc1ccc(NS(=O)(=O)N2CCOCC2)c(C)c1 | 2.5%[50 µM] | x | x | x | -0.1% | 1.1% | x | x | i | 13
CC(Oc1cc(C(F)(F)F)cc(C(F)(F)F)c1)C(=O)NC(N)=O (stereo not drawn) | 0.3% | 1 | 10% | 23% | -1.1% | 0.6% | 11% | 7% | i | 28
CCN(CC)CCN=C1CCCc2ccccc2N1 | 0.2% | 1.1 | -5% | -2% | 0.1% | 0.2% | -4% | 2% | i | 13
CCC(C)(C)n1nnnc1CN(Cc1ccco1)Cc1cc2cc3c(cc2[nH]c1=O)OCO3 | -0.4% | 1.1 | -56% | u | -0.1% | 2.5% | 18% | 34% | i | 6
CCOC(=O)CSc1ccc(S(=O)(=O)N2CCCCC2)cc1[N+](=O)[O-] | 1.9%[50 µM] | 1 | 22% | 2% | -0.2% | 1.3% | 8% | 3% | i | 14
COC(=O)c1ccccc1NC(=O)c1cc(-c2ccc(O)cc2)on1 | -0.9% | 0.9 | 7% | 5% | 0.0% | 2.7% | -2% | 9% | i | 28
O=C1c2ccccc2NC(c2ccco2)N1/N=C/c1ccco1 (stereo not drawn) | 0.3% | 1.1 | 11% | 9% | -0.1% | 1.8% | -5% | 3% | i | 62
O=C1/C(=C/c2ccco2)CCc2ccccc21 | -0.1% | 1.1 | -3% | 11% | -0.6% | 1.1% | 39% | 57%* | i | 51
CC(C)(C)c1ccc(CCC2OCC(C[N+]3(C)CCOCC3)O2)cc1 (stereo not drawn) | x | x | 16% | 19% | -0.3% | 1.3% | x | x | i | 49
C#CCNC(=O)C1=C[C@@H](c2ccc(Br)cc2)C[C@@H](OCCCCO)O1 | 2.5% | 1.1 | 1% | 1% | -0.4% | 1.8% | -11% | 29% | i | 57
Cc1ccccc1NS(=O)(=O)c1cc(C(=O)NCCC2=CCCCC2)ccc1Cl | 8.5% | 1.1 | 0% | 18% | 0.5% | 0.0% | 14% | 13% | x | x
CC1CCN(CCOCCSc2ccc(Cl)cc2)CC1 | -0.1% | 1.1 | 2% | 3% | -1.1% | -0.3% | 15% | 8% | i | 64
O=C(CNC(=O)c1ccccc1)N/N=C/c1cn[nH]c1-c1ccccc1 | 0.1% | 0.8 | 24% | 4% | -0.4% | 0.6% | 21% | 14% | i | 28
Cc1cccc(OCC2Cn3c(nc4c3c(=O)[nH]c(=O)n4C)O2)c1 (stereo not drawn) | 0.3% | x | x | x | -0.3% | 2.2% | x | x | i | 56
Cn1c(=O)oc2cc(S(=O)(=O)N3CCCC(C(=O)N4CCc5ccccc5C4)C3)ccc21 (stereo not drawn) | -0.3% | 0.9 | -5% | -5% | -0.2% | 0.1% | 1% | 4% | i | 31
O=c1ccc2ccccc2o1 | -0.3% | 1.1 | 3% | 0% | 0.0% | -0.3% | -9% | -3% | x | x
CCOC(=O)c1cc2c(nc1NC(=S)Nc1ccccc1)CC(C)(CC)OC2 (stereo not drawn) | 2.4% | 1.1 | 3% | -6% | -0.1% | 2.7% | 7% | 2% | i | 54
COc1ccc2c(CCNC(=O)c3ccc([N+](=O)[O-])cc3)c[nH]c2c1 | 0.1% | 1.1 | -3% | 2% | -0.1% | 0.9% | 5% | -2% | i | 53
CC(C)=NOC(=O)c1c(C)noc1-c1snnc1C | -1.6% | x | -1% | 12% | 0.5% | -0.1% | x | x | i | 22
O=C(NCCS(=O)(=O)N1CCN(c2ccccc2F)CC1)C1CC(=O)N(c2ccccc2)C1 (stereo not drawn) | -0.1% | x | x | x | -0.1% | 1.4% | x | x | i | 10
COc1ccc(C=O)cc1Cn1cnc2c(cnn2C)c1=O | 0.3% | 1 | -7% | 2% | 0.6% | 4.3% | -16% | -4% | i | 5
Cc1ccc(S(=O)(=O)NC(CC(=O)n2nc(C)cc2C)c2ccccc2)cc1 (stereo not drawn) | -0.2% | 1.1 | 5% | 0% | 0.3% | 0.2% | 3% | 5% | i | 25
CCCn1nnnc1-c1ccc(Cl)cc1 | 0.5% | 1.1 | 4% | 1% | -0.1% | -1.4% | 0% | -4% | i | 5
O=C1NC(=O)C(c2ccc(F)cc2)N1 (stereo not drawn) | 0.8% | x | x | x | 0.7% | -0.1% | x | x | i | 33
Cc1ccc(CNC(=O)CC2Sc3ccccc3NC2=O)cc1 (stereo not drawn) | 0.6% | 1.1 | 20% | 12% | 0.0% | 1.9% | 0% | -5% | i | 52
O=C(NCCC1CCCC1)c1cccs1 | -1.3% | x | x | x | -0.9% | 3.5% | x | x | i | 53
N#CCSCC(=O)Nc1ccc(Br)cc1 | 0.9% | 1.1 | 15% | 9% | -0.2% | -0.2% | 7% | 0% | i | 42
CC(=O)NNC(=S)NC(=O)c1cccc([N+](=O)[O-])c1 | -3.9% | 2.5 | 46µM* | -1% | 0.5% | 1.1% | x | 34% | i | 26
CCNC(=O)C(=O)NCc1ccncc1 | -0.7% | 1.1 | -4% | 2% | -0.2% | -0.6% | 4% | 3% | i | 56
Cc1ccc(NC(=O)CCc2nnc3ccc(N4CCN(C)CC4)nn23)cc1F | 0.2% | x | x | x | 0.4% | 2.2% | x | x | i | 25
CC(=O)/C(N=Nc1ccc(OC(F)(F)F)cc1)=C(\C)O | 0.6% | x | 3% | 3% | 0.1% | 4.2% | x | x | i | 40
Cc1ccc(OCC(=O)Nc2ccc(O)c(C(=O)O)c2)cc1C | 0.2% | 1.1 | 20µM* | -3% | 0.4% | -1.1% | 8% | 7% | i | 63
Cc1cc(C)c(NC(=O)CSc2nc3ncc(Br)cc3[nH]2)c(C)c1 | 1.5% | x | x | x | -0.5% | 1.0% | x | x | i | 30
CCOc1ccccc1NC(=O)C1CCN(C(=O)c2cccs2)CC1 | 0.1% | 1.1 | -8% | 1% | -0.5% | 2.5% | -2% | -11% | i | 50
Cc1cccc(OCC(O)CN2CCN(C3CCCCC3)CC2)c1 (stereo not drawn) | 0.4% | 1.1 | -2% | 3% | 0.0% | -1.2% | 2% | 9% | i | 23
CC(C)N(C(=O)CSc1nc(Cc2ccccc2)nc2ccccc12)C(C)C | 0.1% | x | x | x | -0.4% | u | x | x | i | 6
COc1ccc(Cl)cc1NC(=O)CN(C)C(=O)CNC(=O)C12CC3CC(CC(C3)C1)C2 | 0.2% | 1.1 | 13% | 9% | 0.0% | 0.3% | 4% | 0% | i | 19
CCN1CCSc2ccc(C(=O)NCc3cccc(Br)c3)cc21 | 5.3% | x | x | x | -0.8% | 1.7% | x | x | i | 22
O=S(=O)(O)c1nc2ccccc2n1Cc1ccc(Cl)cc1Cl | 3.9% | 1.1 | -118% | 3% | -0.4% | -2.2% | -2% | -2% | i | 21
CCOC(=O)c1c(C)nc(-c2ccccc2)nc1NC(C)=O | 0.3% | 1.1 | -3% | 3% | 0.5% | 2.8% | -2% | -9% | i | 33

Profiles, quoted from the list:
`CC(=O)/C(N=Nc1ccc(OC(F)(F)F)cc1)=C(\C)O` as listed: K1F lysis inhibition = 0.6%; TNAP activators = x; P. falciparum M17LAP = 3%; M1AAP inhibition = 3%; West Nile antiviral = 0.1%; RSV antiviral HEp-2 = 4.2%; human PMI inhibition = x; PMI inhibition = x; T cell HTS = i; T cell HTS vesicle-bound % = 40
`CCN1CCSc2ccc(C(=O)NCc3cccc(Br)c3)cc21` as listed: K1F lysis inhibition = 5.3%; TNAP activators = x; P. falciparum M17LAP = x; M1AAP inhibition = x; West Nile antiviral = -0.8%; RSV antiviral HEp-2 = 1.7%; human PMI inhibition = x; PMI inhibition = x; T cell HTS = i; T cell HTS vesicle-bound % = 22

Screening results as filed in PubChem.
